Apaf-1 inh: inhibitors of human Apaf-1 apoptosome. inhibition, % at 20 µM. reconstituted apoptosome caspase-3 activity, DEVD-Rh110 fluorescence. actives 0.71% (n = 330,000); active = inhibition of at least 40% at 20 µM;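 also: plate controls were DMSO wells for no effect and DEVD-CHO caspase inhibitor wells for full effect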
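Assay system – apoptosome proteins · Medium – Hepes buffer, pH 7.5 · Also added – cytochrome c with DEVD-Rh110 · Timing – 30 min compound preincubation, 50 min activation, room temperature · Detection – Rh110 fluorescence, excitation 480 nm, emission 540 nm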
SENP8 block-1: blocks human SENP8 cleavage of Nedd8 substrate; actives 0.64% (n = 360,000); Q96LD8; inhibition, % at 20 µM; AID 602440; recombinant SENP8, Nedd8 substrate fluorescence; in the data active = inhibition mostly above about 40%, no sharp cut-off; inactive = mostly below about 27%
SENP1 inh: inhibitors of human SENP1 SUMO protease catalytic domain. Q9P0U3. recombinant SENP1 catalytic domain, CyPet-SUMO1-YPet FRET cleavage. inhibition, % at 10 µM. actives 0.21% (n = 360,000);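 active = inhibition at least 30% at 10 µM, raw YFP signal under a set limit, fluorescence ratio 0.5 to 1.5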;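 also: 0% = enzyme with DMSO and 100% = no enzyme wells; some results filed as inactive read as strong as hits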
Target sequence (Q9P0U3 419-644 limits assumed): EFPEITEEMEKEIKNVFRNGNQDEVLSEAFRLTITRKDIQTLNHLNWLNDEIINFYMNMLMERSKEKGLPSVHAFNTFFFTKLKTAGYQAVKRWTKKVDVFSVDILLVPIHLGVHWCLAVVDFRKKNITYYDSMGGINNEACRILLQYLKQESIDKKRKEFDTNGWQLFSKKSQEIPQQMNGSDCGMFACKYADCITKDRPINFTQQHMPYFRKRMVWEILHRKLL
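Compound: 10 µM single point, 0.5% DMSO; Test system: hSENP1 catalytic domain, recombinant; Timing: 50 min reaction at room temperature; Technique: FRET, CFP and YFP emission; Control set: no-enzyme wells low, DMSO-plus-enzyme wells high control.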
SENP6 block: blocks the human protease SENP6. actives 1.8% (n = 330,000). AID 2599. Q9GZR1. Recombinant SENP6 catalytic domain, aminoluciferin luminescence. inhibition, % at 10 µM;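 active = inhibition above about 50% at the single tested dose, limit read from the data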;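 also: plate controls were DMSO wells with enzyme for no effect and DMSO wells lacking enzyme for full effect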
Target sequence (Q9GZR1 628-1112 limits assumed): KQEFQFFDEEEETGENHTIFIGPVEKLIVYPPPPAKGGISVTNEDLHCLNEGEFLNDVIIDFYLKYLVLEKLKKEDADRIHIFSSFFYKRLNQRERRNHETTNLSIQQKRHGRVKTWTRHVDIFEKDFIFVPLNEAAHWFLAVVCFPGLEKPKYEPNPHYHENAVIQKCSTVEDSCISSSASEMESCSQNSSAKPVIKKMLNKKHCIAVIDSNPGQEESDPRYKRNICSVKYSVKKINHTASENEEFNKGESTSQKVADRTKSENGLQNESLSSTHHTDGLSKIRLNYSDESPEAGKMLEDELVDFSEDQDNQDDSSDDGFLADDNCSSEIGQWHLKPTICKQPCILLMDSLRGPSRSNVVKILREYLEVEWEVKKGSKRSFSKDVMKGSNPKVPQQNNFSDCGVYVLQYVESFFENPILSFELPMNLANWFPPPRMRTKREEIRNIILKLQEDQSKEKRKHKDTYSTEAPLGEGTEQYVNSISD
HKDC1 inhibitor: inhibitors of human hexokinase HKDC1 | actives 0.16% (n = 340,000) | recombinant HKDC1, G6PDH/diaphorase resazurin coupled fluorescence | inhibition, % at 20 µM | AID 493160 | Q2TB90;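 active = inhibition above about 35% when tested at 20 µM, limit read from the data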;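 also: plate controls were DMSO wells with enzyme for no effect and DMSO wells lacking enzyme for full effect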
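Incubation: 90 min at room temperature in dark / Material: recombinant HKDC1 (HK5) hexokinase enzyme, produced in-house / Quantity: enzyme 5 µg/mL final / Compound: one dose of 20 µM, 1% DMSO / Reagent: glucose and ATP substrates / Buffer or medium: Tris pH 8.0 buffer with MgCl2, Tween-20, BSA, BME / Technique: resorufin fluorescence at 613 nm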
SENP8 block-2: SENP8 protease inhibition | purified SENP8, Z-RLRGG-aminoluciferin cleavage, luminescence | actives 1.2% (n = 330,000) | inhibition, % at 10 µM | AID 2540 | Q96LD8; in the data active = inhibition above about 50%
SENP7 block: blocks the human protease SENP7; AID 434973; actives 1.5% (n = 330,000); recombinant SENP7, Z-RLRGG-aminoluciferin luminescence, 40 min; inhibition, % at 5 µM; Q9BQF6;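 active = inhibition above about 50% at the single test dose, limit read from the data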;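 also: plate controls were DMSO with enzyme for no effect and no enzyme buffer wells for full effect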
Target sequence (Q9BQF6 706-1050 limits assumed): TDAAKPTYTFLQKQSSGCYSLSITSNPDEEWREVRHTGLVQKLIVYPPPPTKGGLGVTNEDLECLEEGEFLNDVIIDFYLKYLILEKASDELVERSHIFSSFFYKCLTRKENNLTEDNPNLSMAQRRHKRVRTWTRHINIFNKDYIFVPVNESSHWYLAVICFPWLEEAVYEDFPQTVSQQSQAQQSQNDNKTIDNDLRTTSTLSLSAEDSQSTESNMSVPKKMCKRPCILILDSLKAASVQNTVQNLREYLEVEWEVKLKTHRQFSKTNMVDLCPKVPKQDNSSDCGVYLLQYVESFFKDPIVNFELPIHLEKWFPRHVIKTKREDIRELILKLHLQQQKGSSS
PfGluPho inh: PfG6PD (Plasmodium falciparum) enzyme inhibition. actives 0.78% (n = 350,000). inhibition, % at 20 µM. AID 504690. PfGluPho enzyme, NADPH resazurin-diaphorase fluorescence;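 active = inhibition reaching at least a set limit at 20 µM in the primary screen, cut at about 59% in these data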;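 also: 0% = DMSO wells with substrate and 100% = DMSO wells lacking glucose-6-phosphate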
Numbers without * were called inactive; · = no result given.

SMILES	Apaf-1 inh	SENP8 block-1	SENP1 inh	SENP6 block	HKDC1 inhibitor	SENP8 block-2	SENP7 block	PfGluPho inh
CCOC(=O)NC(=O)c1cn(CCNCCO)c(=O)[nH]c1=O	4	2	-1	6	2	-11	-5	-10
Cc1ccccc1/C=N/Nc1nc2ccccc2[nH]1	13	-106	1	-7	-5	-17	-9	12
O=C(CS(=O)(=O)c1ccc(F)cc1)N1CCN(c2ccccc2)CC1	1	-1	-2	-9	-7	3	-10	-2
Cc1cc(NC(=O)CSc2nc3sc(C)c(C)c3c(=O)n2C2CCCC2)no1	-11	-10	2	-1	-6	-10	23	-11
C(=N\Nc1nc2ccccc2[nH]1)/c1ccncc1	4	-15	-5	2	-6	-10	0	0
CC(OC(=O)/C(C#N)=C/c1ccc(N(C)C)cc1)C(=O)N(C)Cc1ccccc1 (stereo not drawn)	17	-48	-30	4	-1	-4	-2	11
COc1ccccc1-c1cc(C(=O)NCc2ccc(F)cc2)no1	2	-3	1	11	-4	-1	5	15
CCOc1ccc(C(CC(=O)O)NC(=O)C(c2ccccc2)c2ccccc2)cc1OC (stereo not drawn)	4	2	0	-12	-6	-8	-3	-5
CC(C)C(NC(=O)c1ccccc1)C(=O)OCC(=O)N1CCN(c2ccccc2)CC1 (stereo not drawn)	30	2	1	-3	-3	-5	0	14
C=C(C)CNC(=S)Nc1cccc2cnccc12	-4	-11	0	-5	5	-6	-3	-5
COc1cc(/C=C2\SC(=S)N(CCC(=O)Nc3cccc(O)c3)C2=O)cc(OC)c1OC	8	21	13	-8	1	7	1	-4
Cc1nnc(SCCn2c(Br)nc3c2c(=O)n(C)c(=O)n3C)s1	-3	22	3	11	-6	-2	0	3
CCN1CCN(c2c(Cl)cccc2NC(=O)c2ccc([N+](=O)[O-])o2)CC1	-16	14	-1	0	·	0	18	·
CC(C)[C@@H](C(=O)N1CCCC1)N1C(=O)N2CCc3c([nH]c4ccccc34)[C@@]2(C)C1=O	15	22	1	1	-1	-10	-12	1
COCCNc1c(-c2ccc(OC)cc2)nc2ccc(Cl)cn12	21	-334	-22	-8	6	-6	4	65*
Cc1ccc(CNC(=O)CCC2CCCN(C(=O)CCC(F)(F)F)C2)o1 (stereo not drawn)	-2	11	-1	7	-7	2	12	8
O=C(COC(=O)c1ccc[n+]([O-])c1)Nc1ccc(Cl)cc1[N+](=O)[O-]	1	10	0	4	2	0	4	-10
c1ccc(CCNc2cnccn2)cc1	3	-288	-1	-38	-1	-8	-11	-3
CC1=C(C(=O)Nc2ccccc2)C(c2ccncc2)C(C#N)=C(SCC(=O)NC2CC2)N1 (stereo not drawn)	-10	2	-2	10	2	7	7	-18
CCOP(=O)(c1ccccc1)c1nc(-c2ccccc2Cl)oc1N1CCCCC1 (stereo not drawn)	35	-335	3	-9	1	-9	-5	1
CN(CCc1ccccn1)C(=O)c1ccc(OC2CCN(Cc3ccccn3)CC2)cc1	-2	-2	-4	-13	-4	-11	-8	-10
CCCC(=O)Nc1ccc(C(=O)Nc2nnc(COCC)s2)cc1	3	11	0	-14	0	3	0	-18
O=c1sc2ccccc2c(N2CCCCC2)c1[N+](=O)[O-]	2	6	4	-16	4	28	9	-1
Cc1ccc(-c2nc(CN(C)Cc3cccc4cnccc34)c(C)o2)s1	13	-22	-11	-16	-5	0	7	4
Cc1ccc(N)c(C(=O)CCCCC(=O)O)c1	-2	-39	-4	-11	15	-13	-2	-12
O=C(CCC(=O)NNC(=O)Nc1cccc(Cl)c1)NCc1ccccc1	-2	2	1	0	-9	6	2	3
Cc1ccc(Nc2cc(C)nn2-c2nc(C)cc(=O)[nH]2)cc1	6	16	0	-8	4	-2	0	-35
CCOC(=O)c1ccc(P(=O)(c2ccccc2)c2ccccc2)cc1	-3	9	1	12	-8	4	5	-1
Cc1ccc([N+](=O)[O-])cc1NC(=O)CN(C(=O)c1ccc(Cl)cc1)C1CCCCC1	17	27	5	1	2	5	1	23
COc1ccc(C(=O)O)cc1N1C(=O)Nc2ccccc2N1O	-8	7	4	-2	-5	-5	-2	22
Cc1cc(C(=O)N(C)CC2CCCN(CCc3ccc(F)cc3)C2)c(C)o1 (stereo not drawn)	1	16	-3	-6	-4	5	8	-14
CCOc1ccccc1NC(=O)CCS(=O)(=O)c1cccc2nonc12	-1	24	3	-8	3	-4	11	11
CCOC(=O)C1(Cc2cccc(Cl)c2)CCCN(C(=O)c2ccoc2C)C1 (stereo not drawn)	12	-1	-6	-15	-1	-11	-12	-10
O=C(CCCc1nc2ccccc2s1)Nc1ccccc1	-12	2	3	13	-2	-6	-2	-6
NS(=O)(=O)c1ccc(CNC(=S)NC(=O)c2ccco2)cc1	-7	11	2	-1	6	9	-7	0
O=c1cc(-c2ccccc2)nc(Sc2ccc([N+](=O)[O-])cc2[N+](=O)[O-])[nH]1	0	19	2	-7	34	2	-5	-8

Quoted at random: 4 entries already listed.
SMILES	Apaf-1 inh	SENP8 block-1	SENP1 inh	SENP6 block	HKDC1 inhibitor	SENP8 block-2	SENP7 block	PfGluPho inh
C=C(C)CNC(=S)Nc1cccc2cnccc12	-4	-11	0	-5	5	-6	-3	-5
O=C(CCC(=O)NNC(=O)Nc1cccc(Cl)c1)NCc1ccccc1	-2	2	1	0	-9	6	2	3
CC(OC(=O)/C(C#N)=C/c1ccc(N(C)C)cc1)C(=O)N(C)Cc1ccccc1 (stereo not drawn)	17	-48	-30	4	-1	-4	-2	11
CC(C)[C@@H](C(=O)N1CCCC1)N1C(=O)N2CCc3c([nH]c4ccccc34)[C@@]2(C)C1=O	15	22	1	1	-1	-10	-12	1

(further entries)
SMILES	Apaf-1 inh	SENP8 block-1	SENP1 inh	SENP6 block	HKDC1 inhibitor	SENP8 block-2	SENP7 block	PfGluPho inh
COC(=O)c1c(C)[nH]c(C)c1-c1ccccc1	-4	8	3	23	-6	7	8	-8
CN1CCN(C2=CC(=O)OC23CCCCC3)CC1	-3	18	2	-2	2	-9	-5	1
Cc1cc2c(cc1C)NC1(C[C@H]3CCC(=O)N4CC[C@@H](C1)[C@@H]34)C(=NC(C)(C)CC(C)(C)C)N2 (stereo partly drawn)	·	4	2	·	2	·	·	27
Cc1onc(-c2c(Cl)cccc2Cl)c1C(=O)N1CCc2ccccc2C1	5	38	3	-3	-1	-2	2	9
C#CCOCCOCCOCCNc1nc(N2CCN(C(=O)[C@H]([C@@H](C)CC)n3cc(CCCCN)nn3)CC2)nc(N2CCN(C(=O)[C@H](CCCCN)n3cc(CCC(=O)O)nn3)CC2)n1	3	16	-1	-20	-1	-14	5	-1
CCCCCCCCc1c(O)nc(-n2[nH]c(C)c(CCO)c2=O)[nH]c1=O	6	7	0	2	-7	-6	-3	-36
COc1ccc(-c2c(C)nn3c(-c4ccccc4)cc(C)nc23)cc1	17	17	5	-4	0	3	1	12
O=C(COC(=O)C1CCC1)NCc1ccccc1Cl	5	22	2	-6	1	-8	-6	-9
CCOc1ccccc1N1CC(C(=O)Nc2ccccc2CC)CC1=O (stereo not drawn)	-1	12	1	0	-8	9	5	-14
COC(=O)[C@H](C)NC(=O)Nc1cccc(C(F)(F)F)c1	-3	27	-1	3	-11	1	5	-10
COc1cc([N+](=O)[O-])ccc1-c1ccc(/C=N/NC(=O)OC(C)(C)C)o1	0	-27	-34	5	0	-2	0	11
O=C(NC(=S)Nc1cccc2c(O)cccc12)c1cccc(Br)c1	28	16	-11	7	8	11	10	30

Four neighbouring records from above, quoted:
SMILES	Apaf-1 inh	SENP8 block-1	SENP1 inh	SENP6 block	HKDC1 inhibitor	SENP8 block-2	SENP7 block	PfGluPho inh
CCOC(=O)NC(=O)c1cn(CCNCCO)c(=O)[nH]c1=O	4	2	-1	6	2	-11	-5	-10
Cc1ccccc1/C=N/Nc1nc2ccccc2[nH]1	13	-106	1	-7	-5	-17	-9	12
O=C(CS(=O)(=O)c1ccc(F)cc1)N1CCN(c2ccccc2)CC1	1	-1	-2	-9	-7	3	-10	-2
Cc1cc(NC(=O)CSc2nc3sc(C)c(C)c3c(=O)n2C2CCCC2)no1	-11	-10	2	-1	-6	-10	23	-11

(cont.)
SMILES	Apaf-1 inh	SENP8 block-1	SENP1 inh	SENP6 block	HKDC1 inhibitor	SENP8 block-2	SENP7 block	PfGluPho inh
CC(C)N(Cc1ccccc1)C(=O)c1ccc2nsnc2c1	-28	9	3	-18	-4	2	0	8
COc1ccc(-c2nc3ccccc3nc2-c2ccc(OC)c(OC)c2)cc1OC	12	-300	-24	1	7	17	-4	0
CNC(=O)C(=O)NCC1OCCCN1S(=O)(=O)c1ccc2c(c1)OCCO2 (stereo not drawn)	5	6	3	-6	-2	-2	-15	-5
CN(CCOC(=O)c1cccc(F)c1)Cc1ccccc1	-14	11	0	6	11	0	0	12
CCn1nc(C)c(NC(=O)/C=C/c2cnn(C)c2C)c1C	-19	17	0	1	0	3	3	2
CCOC(=O)N1CCN(C(=O)Cc2ccc(-n3c(=O)[nH]c4ccccc4c3=O)cc2)CC1	3	-3	4	4	-1	11	5	-8
N#Cc1ccc(Oc2ccc(S(=O)(=O)N3CCCCC3)cn2)cc1	5	12	-2	-17	-7	-4	-6	-1
O=C(Nc1nccs1)c1ccc(-c2ccc(F)c(Cl)c2)o1	21	-208	-2	-12	-4	-20	-7	4
N=C1C(c2nc(-c3ccc(F)cc3)cs2)=C(O)CN1CCCN1CCOCC1	0	-3	-6	-10	-3	-6	7	11
CN(CC(=O)Nc1ccccc1Cl)CC(=O)N(C)c1c(N)n(Cc2ccccc2)c(=O)[nH]c1=O	9	0	-2	-29	-8	-13	-7	3
Cc1ccc(C)c(NC(=O)C2=CCN(S(=O)(=O)c3ccc(F)cc3)CC2)c1	4	1	4	3	1	-11	-10	12
CCCCN1C(=O)C(=O)N(CC(=O)Nc2sc(C)c(C)c2C(=O)OC)C1=O	23	-18	1	-12	-4	-12	-5	-8
O=C(CN1CCC(C(=O)c2ccc(F)cc2)CC1)Nc1ccc(F)cc1	18	14	0	-10	-2	-6	2	0
O=C(c1ccccc1)c1nnc(-c2ccncc2)o1	-1	28	3	58*	2	44	57*	-18
Cc1cccc(OCc2nc(C#N)c(NCCN(C)C)o2)c1	6	32	-2	1	1	0	8	16
Cc1ccc(NC(=O)COC(=O)Cn2cnc3ccccc32)c([N+](=O)[O-])c1	7	20	3	15	-3	6	5	-9
OCCOc1nnnn1-c1ccccc1	-8	23	0	-4	-10	1	-3	3
O=C(Nc1cccc(O)c1)C(Cc1ccccc1)N1C(=O)c2cccc3cccc(c23)C1=O (stereo not drawn)	-12	15	1	7	3	-6	-3	11
O=C(COc1ccccc1)N=C1SC2CS(=O)(=O)CC2N1c1cccc(F)c1 (stereo not drawn)	1	14	1	0	-1	2	4	-6
c1ccc(OCc2nn3c(-c4ccncc4)nnc3s2)cc1	20	4	3	6	6	-1	2	-4
CCOc1cc(N2CCOCC2)c(OCC)cc1NC(=O)C1CC(=O)N(c2ccccc2OCC)C1 (stereo not drawn)	5	21	2	-10	7	-9	-4	10
CC(=O)c1cccc(CN2CCC(C(=O)Nc3ccc(Oc4cccnc4)cc3)CC2)c1	14	-2	-4	0	-7	4	-5	0
CCCCC(C(=O)OCC)C(N)Cc1ccc(F)cc1 (stereo not drawn)	-6	13	0	-4	-2	-11	-2	-12
O=C(Nc1ccccc1C(=O)NCCN1CCOCC1)c1ccco1	3	11	2	-13	-4	-4	-10	4
C=CCNC(=O)c1cc2c(C(F)(F)F)nn(C)c2s1	-5	12	2	-15	3	2	-6	-14

Compound activity as filed in PubChem BioAssay.
